ELG1 genotoxic – genotoxicity induction in ELG1-luciferase HEK293T cells | AID 504466 | 1.3% of 330,000 active | Potency, µM (doses to about 46 µM), inactives show top-dose activity change, positive = activation, actives largely listed as activators | HEK293T ELG1-luciferase reporter, luminescence, 16 h; also: potency is read from the fitted curve at half-maximal effect; % of control where 0% means no effect; nearly all actives have a fitted effect of over 60% in size
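Genotoxic stress is detected as increased luminescence from luciferase-tagged ELG1 in HEK293T cells, measured with ONE-Glo after a 16 hr treatment at 37 °C.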
BRCA1 expr up – increases BRCA1 expression. MCF7-BRCA1-FFLuc reporter, luminescence, 48 h; response scale: scaled: vehicle 0%, 10 µM genistein 100%. Potency, µM (titrated, usually from 46.1 µM), for the others: at the highest dose activation, usual class: activators. 1.1% of 380,000 active. AID 624202; also: potency is read from the fitted curve at half-maximal effect; nearly all actives have a fitted effect of over 80% in size; some results filed as inactive show a strong effect at the top dose
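Reporter cells (MCF7, BRCA1 promoter-firefly luciferase) received library compounds across a concentration series for 48 h. End-point luminescence was measured and concentration-effect curves derived after normalization.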
uPA generation – inhibitors of cell surface uPA generation. cell surface uPA generation assay, qHTS. Potency, µM (top dose mostly 38.3 µM), for the others: at the top dose activity change, negative = inhibition, hits mostly inhibitors. 0.31% of 330,000 active. AID 540303; active = well fitted inhibition curve with a large enough effect; inconclusive = small, poorly fitted or top-dose-only effect; inactive = no such curve, though single readings can be large or run the other way; tested in mouse RAW 264.7 cells; also: potency is read from the fitted curve at half-maximal effect; % is scaled to controls: 0 for no effect and ±100 for the full control effect; nearly all actives have a fitted effect of over 55% in size
ASM inhibitor – inhibitors of human secretory acid sphingomyelinase. P17405. placental ASM, HMU-PC fluorogenic substrate, 60 min. Potency, µM (doses to about 57.5 µM), for inactives: at the top dose activity change, negative = inhibition, actives largely listed as inhibitors. 0.006% of 340,000 active. AID 504937; also: potency is read from the fitted curve at half-maximal effect
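Fluorescence read-out (Ex 386 nm, Em 447 nm) after stopping the reaction at pH 10. Enzyme: ASM from human placenta; substrate HMU-PC0, 9 uM final; 60 min, 37 °C. Compound preincubation 10 min, ambient temperature.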
Eya2 inh – blocks the phosphatase activity of human Eya2 | O00167 | recombinant Eya2, OMFP fluorescence dephosphorylation (OMFP is methylfluorescein phosphate) | Potency, µM (titrated, usually from 76.9 µM), for inactives: at the top dose activity, negative = inhibition, actives largely listed as inhibitors | 0.006% of 330,000 active; also: potency is read from the fitted curve at half-maximal effect; % is scaled to controls: 0 for no effect and ±100 for the full control effect
Target sequence (O00167 whole entry, looked up): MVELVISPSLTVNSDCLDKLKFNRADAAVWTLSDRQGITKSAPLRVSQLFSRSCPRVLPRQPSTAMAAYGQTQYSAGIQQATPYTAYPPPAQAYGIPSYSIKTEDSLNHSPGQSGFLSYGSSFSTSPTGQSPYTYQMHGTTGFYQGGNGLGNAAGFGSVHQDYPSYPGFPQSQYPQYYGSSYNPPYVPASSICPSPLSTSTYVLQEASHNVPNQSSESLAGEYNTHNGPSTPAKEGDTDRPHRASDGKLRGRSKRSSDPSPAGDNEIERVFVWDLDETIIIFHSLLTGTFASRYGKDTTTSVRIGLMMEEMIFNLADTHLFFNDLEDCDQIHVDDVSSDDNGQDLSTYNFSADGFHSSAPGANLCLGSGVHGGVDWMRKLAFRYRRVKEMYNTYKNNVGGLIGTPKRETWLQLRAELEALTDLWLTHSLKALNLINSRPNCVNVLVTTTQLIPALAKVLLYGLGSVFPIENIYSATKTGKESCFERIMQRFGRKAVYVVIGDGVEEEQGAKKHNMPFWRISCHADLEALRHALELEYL
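Eya2 protein (added as 0.2 uM solution) was preincubated with compound for 10 min at ambient temperature in 50 mM HEPES pH 7.5, 50 mM NaCl, 5 uM MgCl2, 0.05% BSA, 1 mM DTT. OMFP (added at 50 uM) then reacted 10 min; fluorescence read at 485/525 nm.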
Integrin act MD – integrin-mediated muscular dystrophy alleviation activation; 0.064% of 350,000 active; alpha7betagal myoblasts, beta-gal FDG fluorescence, 48 h; Potency, µM (series often up to 38.3 µM), without a hit: top-dose activation, hits mostly activators;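 also: potency is read from the fitted curve at half-maximal effect; 100% = response of the positive control SU9516; nearly all actives have a fitted effect of over 60% in size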
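alpha7betagal+/- myoblasts (passage 13, 250/well) treated 48 h at 37C with compounds at 1:260 dilution of DMSO stock. Lysed, then beta-galactosidase activity read as FDG fluorescence (ex 480/em 540) after 30 min, with pre-read for autofluorescence.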
USP2a inh – blocks human ubiquitin-specific protease USP2a. O75604. AID 463254. USP2 core, Ub-CHOP2 coupled fluorogenic reporter, 485/531. 0.01% of 330,000 active. Potency, µM (titrated, usually from 38.3 µM), for inactives: top-dose activity change, negative = inhibition, usual class: inhibitors;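 also: potency is read from the fitted curve at half-maximal effect; plate controls were DMSO wells for no effect and full inhibition by NEM control for full effect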
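USP2 core (10nM final) preincubated 30min RT with compound in 20mM Tris-HCl pH 8.0, 2mM CaCl2, 2mM beta-mercaptoethanol, 0.05% CHAPS; 25nM Ub-CHOP2 plus 25nM reporter substrate added, fluorescence (Ex485/Em531) read after 60min.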
p53 reactivation – re-activators of mutant p53; 0.063% of 320,000 active; Potency, µM (series often up to 92.2 µM), inactives show at the highest dose activity change, positive = activation, most hits filed as activators; AID 504706; H1299 p53-A138V BP100-luciferase reporter, luminescence, 24 h; also: potency is read from the fitted curve at half-maximal effect; % of control where 0% means no effect; nearly all actives have a fitted effect of over 45% in size
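p53-null H1299 cells stably carrying temperature-sensitive p53-A138V and a BP100-luciferase reporter were pinned with compounds (4-point, 1:5 series) and held 24 hrs at 37 deg C. Luminescence was read 10 min after detection reagent.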
TSG101-PTAP inh – blocks PTAP/TSG101 interaction to inhibit HIV-1 budding; Q99816; Fluorescence polarization, FITC-PTAP peptide / Tsg101 binding; Potency, µM (top dose mostly 115 µM), without a hit: at the top dose activity change, negative = inhibition, most hits filed as inhibitors; 340,000 tested, under 10 active; AID 493005; active = well fitted inhibition curve with a large enough effect in the main read-out, with a control signal flat, not every such curve was filed as active; inconclusive = small, poorly fitted or top-dose-only effect, or effect the other way, or a change in a side signal; inactive = no such curve, though single readings can be large or run the other way; also: potency is read from the fitted curve at half-maximal effect; % of control where 0% means no effect
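Steps: Tsg101 binding domain dispensed (10 uM final), compounds pinned in DMSO, FITC-labeled PTAP-motif peptide added (50 nM final); after 20 min binding at room temperature, polarization measured.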
TRPV1 ag – human TRPV1 agonism; Q8NER1; 0.19% of 320,000 active; TRPV1-expressing cells, Fluo-8 calcium influx, agonist mode; activation, % at 8.33 µM; in the data active = activation above about 80%; inconclusive = between about 30% and that limit; also: 0% is about no effect
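Cells expressing TRPV1 were dye-loaded with Fluo-8 and read kinetically: 10 s baseline, 3 min after compound (agonist portion), then 2 min after EC20 capsaicin (allosteric enhancer portion). Calcium-bound dye fluorescence at 480/520 nm.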
B2AR arrestin – beta2AR (human) beta-arrestin recruitment activity | 0.02% of 330,000 active | beta-arrestin recruitment to beta2AR, cell-based reporter | Potency, µM (highest dose often 46.1 µM), without a hit: at the top dose activation, most hits filed as activators;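 also: potency is read from the fitted curve at half-maximal effect; 0% = DMSO controls and full agonism = EC100 isoproterenol or metaproterenol; nearly all actives have a fitted effect of over 65% in size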
Target sequence (P07550 whole entry, looked up): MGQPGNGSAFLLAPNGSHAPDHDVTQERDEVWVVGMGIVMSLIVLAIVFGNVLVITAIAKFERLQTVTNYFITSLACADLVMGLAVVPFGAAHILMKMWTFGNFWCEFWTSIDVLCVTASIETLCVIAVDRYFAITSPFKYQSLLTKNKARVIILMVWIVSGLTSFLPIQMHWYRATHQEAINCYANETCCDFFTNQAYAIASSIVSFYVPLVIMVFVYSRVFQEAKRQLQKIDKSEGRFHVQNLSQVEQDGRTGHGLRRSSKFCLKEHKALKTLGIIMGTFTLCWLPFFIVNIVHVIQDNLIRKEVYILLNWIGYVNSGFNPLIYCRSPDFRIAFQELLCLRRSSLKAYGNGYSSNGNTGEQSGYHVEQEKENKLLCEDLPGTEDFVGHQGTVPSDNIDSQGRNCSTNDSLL
Numbers without * were called inactive; ? = inconclusive; nt = not tested or not shown; [ ] = another dose, or the depositor's remark. Unless noted, calls follow the shape of the dose curve; as a rule, active = well fitted curve in the direction sought with a large enough effect; inconclusive = small, poorly fitted or top-dose-only effect, or another doubt; inactive = no such curve, though single readings can be large; an effect the other way counts as inactive or inconclusive. Outcome played no part in choosing rows, and some 2.6% of all compounds hit somewhere here.

SMILES	ELG1 genotoxic	BRCA1 expr up	uPA generation	ASM inhibitor	Eya2 inh	Integrin act MD	USP2a inh	p53 reactivation	TSG101-PTAP inh	TRPV1 ag	B2AR arrestin
CCOC(=O)C1=C(c2ccccc2)c2ccccc2N(S(=O)(=O)C(F)(F)F)C1C(=O)OCC (stereo unspecified)	-1%	-12%	-10%	-6%	-16%	15%	-9%	-6%	-9%	nt	-0.9%
Cc1ccc(NC(=O)CCC(=O)c2cccs2)nc1	?	60%	-1%	1%	-1%	24%	-1%	1%	-1%	0	0.2%
CCCCc1ccc(NS(=O)(=O)c2cccc(C(=O)N3CCCN(C)CC3)c2)cc1	-2%	1%	?	-3%	2%	-30%	0%	3%	-4%	-3	-0.3%
Cn1cc(S(=O)(=O)N2CCCC2)cc1C(=O)NCc1ccccc1Cl	0%	0%	-7%	4%	2%	21%	2%	nt	-9%	-4	-0.9%
CC(O)Cn1c(N2CCCC2)nc2c1c(=O)n(C)c(=O)n2C (stereo unspecified)	-10%	10%	-6%	0%	-1%	-12%	1%	21%	0%	-3	0.0%
COc1cccc(-c2cc(C(=O)N3CCCc4ccccc43)no2)c1	7%	31%	nt	-4%	16%	?	2%	?	-5%	9	-0.2%
O=C(CN1CCCC1)Nc1ccc(F)c(Cl)c1	1%	-25%	-3%	4%	-4%	22%	0%	nt	-4%	-2	-0.3%
Clc1ccc2nc(-c3ccccn3)c(Nc3ccc4c(c3)OCO4)n2c1	2%	0%	-7%	-2%	3%	-12%	-6%	6%	-1%	10	0.1%
COC(=O)c1ccc(Oc2nc(NC(C)C)nc(N(C)C)n2)cc1	-11%	-18%	7%	6%	13%	8%	0%	27%	-5%	nt	-0.2%
Cc1ccc(Nc2nc(-c3cccs3)cs2)nc1	0.52µM*	-52%	?	-4%	4%	57%	2%	-6%	0%	19	-0.1%
Clc1ccc(CN2CCCCCCC2)cc1Cl	0%	-29%	0%	2%	6%	-10%	5%	-2%	-1%	6	0.0%
CCCNC(=O)c1cc(S(=O)(=O)N2CCCCC2)ccc1N1CCOCC1	0%	-12%	-7%	8%	19%	10%	1%	7%	-5%	8	-0.4%
CCN1CCN(C(c2cc(OC)ccc2OC)c2nnnn2Cc2ccccc2)CC1 (stereo unspecified)	0%	-20%	-1%	1%	17%	18%	0%	-10%	-4%	1	-1.1%
CC1CC(=O)N(CC(=O)Nc2ccc3c(c2)OCO3)c2ccccc2S1 (stereo unspecified)	0%	-2%	nt	-6%	-7%	16%[7.66 µM]	3%	-2%	-3%	5	-1.0%
COc1cc(/C=N/NC(=O)c2cc(C)n(-c3ccc(F)cc3)c2C)cc(OC)c1O	4%	-9%	-2%	95%[activator]	-1%	14%	4%	0%	0%	?	0.0%
COc1ccc(C(=O)N(CCc2ccccc2)Cc2ccccc2)cc1S(=O)(=O)N1CCOCC1	-7%	-4%	-6%	-3%	7%	-32%	-2%	-8%	1%	?	-0.8%
O=C(Oc1ccc(-c2nnco2)cc1)N1CCCCC1	10%	80%	-3%	2%	-17%	17%	-1%	27%	-7%	-2	0.1%
O=C(NCc1ccccc1)C(=O)NCC1OCCN1S(=O)(=O)c1ccc(Br)cc1 (stereo unspecified)	-10%	-2%	0%	-1%	-8%	?	-1%	4%	0%	1	2.3%
CCOc1cc(CN2CCCC(CNC(=O)c3ccc(F)cc3)C2)ccc1OC (stereo unspecified)	1%	-7%	-4%	8%	-20%	4%	9%	-3%	-11%	4	0.4%
Cc1ccc(S(=O)(=O)NC(=O)N(C)C2CCCCC2)cc1	0%	-10%	2%	6%	8%	44%	4%	-2%	-3%	2	0.5%

An excerpt from above in order of their number in ASM inhibitor, smallest number first.
Structure | uPA generation | ASM inhibitor | Eya2 inh | Integrin act MD | USP2a inh | p53 reactivation | TSG101-PTAP inh | TRPV1 ag | B2AR arrestin
Cc1ccc(Nc2nc(-c3cccs3)cs2)nc1 | ? | -4% | 4% | 57% | 2% | -6% | 0% | 19 | -0.1%
CCN1CCN(C(c2cc(OC)ccc2OC)c2nnnn2Cc2ccccc2)CC1 (stereo unspecified) | -1% | 1% | 17% | 18% | 0% | -10% | -4% | 1 | -1.1%
Cc1ccc(S(=O)(=O)NC(=O)N(C)C2CCCCC2)cc1 | 2% | 6% | 8% | 44% | 4% | -2% | -3% | 2 | 0.5%
CCCNC(=O)c1cc(S(=O)(=O)N2CCCCC2)ccc1N1CCOCC1 | -7% | 8% | 19% | 10% | 1% | 7% | -5% | 8 | -0.4%

(list continues)
SMILES	ELG1 genotoxic	BRCA1 expr up	uPA generation	ASM inhibitor	Eya2 inh	Integrin act MD	USP2a inh	p53 reactivation	TSG101-PTAP inh	TRPV1 ag	B2AR arrestin
CC(N=C(NS(=O)(=O)c1ccc(Cl)cc1)c1ccccc1)C(=O)O (stereo unspecified)	0%	0%	1%	0%	?	26%	-6%	1%	-9%	1	0.2%
Cc1ccc(-c2nc(N)sc2CC(=O)OCC(=O)NCC2CCCO2)cc1 (stereo unspecified)	4%	-15%	0%	6%	2%	-6%	0%	-15%	-3%	-3	4.8%
CCCSc1nnc(Cn2c(=O)sc3ccccc32)n1C	5%	1%	-27%	4%	-14%	16%	1%	-7%	-8%	0	-1.0%
O=C(/C=C/c1ccco1)c1ccccc1O	?	60%	2%	-4%	-3%	-22%	-1%	8%	1%	0	0.6%
Fc1ccc2[nH]c3c(c2c1)CN(C(=S)NCc1ccccc1)CC3	1%	-34%	2%	-15%	0%	-22%	-5%	-6%	0%	-3	-1.0%
Cc1ccc2nc(N(CCN(C)C)C(=O)c3ccc4ccccc4c3)sc2c1	-3%	58%	0%	-5%	?	-46%[inhibitor]	-2%	?	-3%	1	-0.2%
Cc1[nH][nH]c(=O)c1N=Nc1ccccc1C#N	8%	nt	nt	nt	-3%	nt	-2%	8%	nt	-1	-0.5%
Oc1oc(-c2ccccc2)nc1C=Nc1ccccc1	16%	35%	-11%	10%	?	-12%	0%	7%	-10%	-6	0.8%
COc1ccc(-n2c(C)nc(N)c2C(=O)c2ccccc2)cc1	-9%	9%	3%	-1%	0%	-24%	2%	-4%	-10%	0	7.8%
CCOC(=O)c1ccc(N2C(=O)C=C(N3CCOCC3)C2=O)cc1	0%	-1%	10%	-3%	3%	-4%	3%	1%	-3%	?	0.2%
COc1cc(NC(=O)CN2C(=O)COc3ccccc32)cc(OC)c1	nt	9%	6%	1%	nt	14%	nt	nt	-7%	nt	nt
c1ccc(CN2CCN(C3CCCSc4ccccc43)CC2)cc1 (stereo unspecified)	nt	-27%	2%	3%	nt	-34%	nt	nt	-1%	nt	nt
COC(=O)c1ccccc1NC(=O)N1CCN(C/C=C/c2ccccc2)CC1	-1%	-14%	nt	9%	-23%	-2%	0%	7%	-4%	7	3.4%
O=C(NCCCN1CCOCC1)c1ccc(Br)cc1	1%	98%	1%	-3%	-12%[15.4 µM]	-2%	-3%	6%	-12%	6	0.2%
Cc1ccc(C=Nc2ccccc2C(N)=O)s1	?	-39%	-17%	90%[activator]	2%	-4%	3%	22%	0%	1	-0.7%
O=C(CN(CC1CCCO1)C(=O)CNS(=O)(=O)c1ccc(F)cc1)NCc1ccccc1 (stereo unspecified)	3%	0%	-2%	0%	-2%	11%	3%	5%	-3%	0	-1.6%
CCCOC(=O)Cn1cnc2scc(-c3ccc(OC)cc3)c2c1=O	-5%	-17%	-7%	3%	-6%	-24%	-11%	nt	-3%	5	-0.7%
COc1ccc(C(=O)N(Cc2sccc2C)C2CCS(=O)(=O)C2)cc1 (stereo unspecified)	3%	-14%	-1%	nt	5%	-10%	-2%	-5%	0%	1	0.1%
CC(=O)Oc1cccc(Nc2ncnc3ccccc23)c1	4%	5%	-19%	-1%	3%	?	0%	nt	-1%	2	-0.2%
c1ccc(COc2ccccc2CNc2nn[nH]n2)cc1	4%	26%	-13%	3%	-9%	-21%	-1%	-5%	-5%	1	0.0%
Cc1cccn2c(=O)c3cc(C(=O)NC4CCCCC4C)n(C)c3nc12 (stereo unspecified)	0%	5%	-2%	nt	3%	3%	3%	12%	-8%	28	-0.7%

Part of the list above in order of molecular weight, ascending:
SMILES	ELG1 genotoxic	BRCA1 expr up	uPA generation	ASM inhibitor	Eya2 inh	Integrin act MD	USP2a inh	p53 reactivation	TSG101-PTAP inh	TRPV1 ag	B2AR arrestin
O=C(/C=C/c1ccco1)c1ccccc1O	?	60%	2%	-4%	-3%	-22%	-1%	8%	1%	0	0.6%
COC(=O)c1ccccc1NC(=O)N1CCN(C/C=C/c2ccccc2)CC1	-1%	-14%	nt	9%	-23%	-2%	0%	7%	-4%	7	3.4%
Cc1ccc(-c2nc(N)sc2CC(=O)OCC(=O)NCC2CCCO2)cc1 (stereo unspecified)	4%	-15%	0%	6%	2%	-6%	0%	-15%	-3%	-3	4.8%
